Screening data: PubChem, National Center for Advancing Translational Sciences (NCATS)
GLA spleen mod – alpha-galactosidase A (human) modulation; Potency, µM (top dose mostly 80 µM), for inactives: at the top dose activity change, negative = inhibition, most hits filed as inhibitors; actives 0.008% (n = 240,000); human spleen homogenate, 4MU-alpha-Gal fluorescence, 40 min;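 also: 0% = enzyme with vehicle and -100% = no enzyme basal signal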
Target sequence (P06280 32-429 limits assumed): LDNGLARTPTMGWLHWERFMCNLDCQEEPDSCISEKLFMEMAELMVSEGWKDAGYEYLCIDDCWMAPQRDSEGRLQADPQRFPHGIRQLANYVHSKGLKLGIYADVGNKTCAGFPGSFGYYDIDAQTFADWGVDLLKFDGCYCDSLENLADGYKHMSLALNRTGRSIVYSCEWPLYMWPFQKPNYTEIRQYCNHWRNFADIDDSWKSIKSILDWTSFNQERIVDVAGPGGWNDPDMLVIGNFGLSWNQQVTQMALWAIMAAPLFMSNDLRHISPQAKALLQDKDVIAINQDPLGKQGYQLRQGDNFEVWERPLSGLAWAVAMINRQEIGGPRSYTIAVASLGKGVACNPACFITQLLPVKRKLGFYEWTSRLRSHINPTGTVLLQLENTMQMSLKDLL
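Human spleen homogenate (1 ug) as enzyme source, 4-methylumbelliferyl-alpha-D-galactopyranoside 1 mM final, citrate/phosphate pH 5.0 with 0.01% Tween-20. Compounds 40 min at 37C, NaOH/glycine stop; fluorescence Ex 365/Em 440, Hill-fit AC50.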
Tau fluor counter – counter-screen for tau fibril formation inhibitors; actives 0.93% (n = 280,000); Potency, µM (series often up to 57.7 µM), inactives show at the highest dose activity change, negative = decrease; tau K18 P301L Alexa594 fluorescence, heparin fibrillization; AID 1463; also: % is scaled to controls: 0 for no effect and ±100 for the full control effect; nearly all actives have a fitted effect of over 55% in size
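Human K18 P301L tau (15 uM unlabeled plus 0.24 uM Alexa 594-labeled, final) in 100 mM sodium acetate pH 7 was mixed with compound and 20 uM heparin and incubated 6 hr at 37 C.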
GAA inhib – inhibitors of human lysosomal alpha-glucosidase. Potency, µM (top dose mostly 76.9 µM), for inactives: top-dose activity change, negative = inhibition, hits mostly inhibitors. purified human GAA, 4-MU-alpha-glucoside fluorescence. actives 0.005% (n = 200,000). P10253;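 also: plate controls were uninhibited enzyme wells for no effect and no-enzyme background for full effect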
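Endpoint fluorogenic read: 20 min room-temperature reaction of 4 nM human alpha-glucosidase with 400 uM 4-methylumbelliferyl-alpha-D-pyranoside, pH 5.0, quenched with 1M NaOH/1M glycine pH 10. AC50 from Hill modeling.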
Tau fibril ThT – inhibitors of human tau fibril formation, thioflavin T binding; P10636; recombinant tau K18 P301L (four-repeat tau fragment), heparin-induced fibrillization, ThT fluorescence; Potency, µM (titrated, usually from 57.4 µM), without a hit: at the top dose activity, negative = inhibition, usual class: inhibitors; actives 2.1% (n = 270,000); AID 1460; also: % is scaled to controls: 0 for no effect and ±100 for the full control effect; nearly all actives have a fitted effect of over 55% in size
Target sequence (P10636 561-689 P618L limits assumed): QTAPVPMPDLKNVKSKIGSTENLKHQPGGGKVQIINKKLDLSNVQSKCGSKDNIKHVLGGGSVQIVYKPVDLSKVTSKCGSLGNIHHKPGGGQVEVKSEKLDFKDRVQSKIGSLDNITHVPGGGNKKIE
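Heparin-induced (20 uM) aggregation of recombinant human K18 P301L tau, 15 uM unlabeled with 0.24 uM labeled, pH 7 acetate buffer, 6 hr at 37 C with compound. Fibrils quantified by 30 uM ThT fluorescence after 1 hr ambient incubation.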
GAA glycogen – inhibitors or activators of human alpha-glucosidase glycogen cleavage. recombinant GAA, glycogen substrate, Amplex Red glucose oxidase fluorescence. Potency, µM (series often up to 76.4 µM), without a hit: at the highest dose activity change, negative = inhibition, actives largely listed as inhibitors. P10253. actives 0.38% (n = 300,000);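 also: 0% = full enzyme reaction and -100% = no-enzyme basal signal; the screen sought inhibitors and activators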
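Recombinant enzyme (4 nM final) with compounds titrated up to 77 uM and bovine liver glycogen (30 ug) in citrate pH 5.0, 0.01% Tween-20, 37 C 40 min. Released glucose detected by Amplex Red/glucose oxidase (Ex 573/Em 610); AC50 from Hill fits.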
aGlu spleen mod – lysosomal alpha-glucosidase (human) modulation. human spleen homogenate, 4-MU-alpha-glucoside fluorescence. P10253. AID 2112. Potency, µM (doses to about 79.9 µM), for the others: top-dose activity change, negative = inhibition, most hits filed as inhibitors. actives 0.006% (n = 240,000);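 also: 0% = enzyme with vehicle and -100% = no enzyme basal signal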
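Enzyme source: human spleen homogenate, 1 ug/well. Buffer 50 mM citric acid/K phosphate pH 5.0, 0.01% Tween-20. 4-MU-alpha-glucoside 1 mM; 37 C x 40 min; NaOH/glycine stop; fluorescence.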
HTT cytoprotect – cytoprotection in Huntington HTT-Q103 PC12 cell model; PC12 HTT-Q103 induced, cytoprotection, ATP luminescence, 40 h; Potency, µM (doses to about 56.4 µM), for inactives: cytoprotection (ATP increase), usual class: activators; actives 0.14% (n = 230,000); AID 1471;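 also: % of control where 0% means no effect; nearly all actives have a fitted effect of over 45% in size; toxic huntingtin expression switched on by the ecdysone agonist tebufenozide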
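Huntington model: PC12 line, ecdysone-inducible HTTQ103 exon1–GFP, tebufenozide 100 nM. Test articles in a dose series. Endpoint luminescence from cellular ATP.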
Tau fibril FP – blocks human tau fibril formation measured by polarization; Potency, µM (titrated, usually from 57.7 µM), inactives show top-dose activity, negative = inhibition, actives largely listed as inhibitors; P10636; K18 P301L tau heparin fibrillization, Alexa594 FP, 6 h; actives 0.39% (n = 280,000); also: % is scaled to controls: 0 for no effect and ±100 for the full control effect; nearly all actives have a fitted effect of over 55% in size
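Compound effects on tau fibrillization are measured by Alexa 594 fluorescence polarization (ex 555, em 632 nm). K18 P301L tau is used at 15 uM with 0.24 uM labeled tracer, and 20 uM heparin induces aggregation over 6 hr at 37 C.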
* hit, by the source's call; ? = inconclusive; . = no result given; & = joins results of further samples; [ ] = dose if it differs, or a comment. Calls follow the shape of the dose curve; as a rule, active = well fitted curve in the direction sought with a large enough effect; inconclusive = small, poorly fitted or top-dose-only effect, or another doubt; inactive = no such curve, though single readings can be large; an effect the other way counts as inactive or inconclusive. Potency is read from the fitted curve at half-maximal effect.

SMILES	GLA spleen mod	Tau fluor counter	GAA inhib	Tau fibril ThT	GAA glycogen	aGlu spleen mod	HTT cytoprotect	Tau fibril FP
c1ccc(CNc2nc3ccccc3n2CCN2CCOCC2)nc1	-3%	0%	-2%	-2%	-6%	-4%	8%[0.074 µM]	-3%
CC(=O)Nc1ccc(OC(=O)c2cc3cc(Br)ccc3oc2=O)cc1	-2%	-7%	5%	-10%	3%	-1%	-7%[10 µM]	0%
O=c1cc(CN2CCN(C/C=C/c3ccccc3)CC2)c2cc(O)c(-c3ccccc3)cc2o1	-10%	?	-3%	2%	9%	8%	.	-5%
COc1ccc(NC(=O)c2ccc(NC(=O)CSc3nccc(=O)[nH]3)cc2)cc1	5%	-15%	.	?	1%	1%	-6%[10 µM]	-6%
Cc1csc(SCc2nc3sc4c(c3c(=O)[nH]2)CCC4)n1	-2%	-6%	-6%	-9%	-3%	2%	7%[10 µM]	-9%
CC1CN(C(=O)Nc2ccccc2)c2ccccc2-[n+]2ccsc21 (stereo not drawn)	1%	0%	?	-18%	0%	-5%	.	-4%
COCOc1ccc(OC)cc1C(=O)/C=C/c1ccc(OC)c(Br)c1	2%&-6%	0%&-1%	.	?	.	-1%&-12%	-46%&-8%[inhibitor]	?
CS(=O)(=O)c1ccc(C(O)C(CO)NC(=O)C(Cl)Cl)cc1 (stereo not drawn)	3%	-6%	.	-1%	.	-10%	34%	-5%
O=C(CN1CCN(c2ccc(F)cc2)CC1)Nc1cccc(C(F)(F)F)c1	-4%	?	-13%	-6%	-2%	-8%	1%	3%
O=C(Cc1ncc(C(F)(F)F)cc1Cl)NC1CC1	6%	3%	-1%	-3%	2%	5%	-7%[10 µM]	3%
O=C(c1ccccc1)N(Cc1cccnc1)C1(C(=O)Nc2ccccc2)CCCCC1	8%	8%	0%	7%	-2%	5%	-10%[10 µM]	8%
CCC1CCCCN1CCCNC(=O)c1cn(CC)c2ccc(S(=O)(=O)N(C)C3CCCCC3)cc2c1=O (stereo not drawn)	.	-12%	.	-1%	16%[76.3 µM]	.	.	-11%
CCCc1cc(=O)n2c(nc3ccccc32)[nH]1	5%	9%	1%	5%	5%	-1%	16%[1.9 µM]	5%
CCCOC(=O)c1ccc(NC(=O)Oc2ccccc2)cc1	7%	-13%	0%	?	-9%	-3%	3%	-3%
CCc1ccc(C(=O)CSc2nc(C)cc(=O)[nH]2)cc1	4%	-7%	-9%	-8%	10%	-4%	-27%[10 µM]	-5%
COc1ccccc1CNC(=O)C(=O)Nc1nccs1	1%	-10%	7%	-6%	3%	0%	-26%[10 µM]	-5%[2.34 µM]
c1cncc(-c2nc3ccccc3s2)c1	0%	2%	.	-6%	4%	0%	4%[10 µM]	2%
CCN1CCCc2cc(CN(CCN3CCOCC3)C(=S)Nc3cccc(C)c3)ccc21	-8%	?	-4%	?	?	-3%	-34%[inhibitor]	1%
Cn1c(SCC(=O)Nc2cc(=O)n(C)c(=O)n2C)nnc1C12CC3CC(CC(C3)C1)C2	-16%	2%	1%	2%	-5%	-9%	8%	-3%
COc1cc(/C=N/n2cnnc2)ccc1OC(=O)c1ccncc1	-3%	-4%	-10%	?	3%	-4%	15%	7%
CCOC(=O)C1CCN(S(=O)(=O)c2ccc3c(c2)CCCN3C(C)=O)CC1	-6%	-2%	-7%	-9%	-7%	0%	-1%[10 µM]	6%
Cc1cccnc1CN1CCN(C(=O)CCc2nnc(CCc3ccccc3)o2)CC1	-2%	-15%	5%	-15%	8%	-3%	?	4%
COc1ccc(N(CC(=O)Nc2ccc3c(c2)OCO3)S(=O)(=O)c2ccc(F)cc2)cc1	9%	4%	-5%	8%	0%	6%	2%[0.074 µM]	0%
O=S(=O)(c1ccc(S(=O)(=O)N(Cc2cccs2)CC2CCCO2)cc1)N1CCCCC1 (stereo not drawn)	-4%	-30%	?	-23%	-17%	-8%	-2%	-7%
c1ccc(-c2nnc(SCc3nc4ccccc4[nH]3)o2)cc1	6%	-12%	9%	-9%	-9%	-3%	-3%	-7%
COc1ccccc1Cn1cc(C(=O)c2ccc(C)cc2)c(=O)c2cc(C)ccc21	.	-7%	.	-12%	-1%[76.3 µM]	.	.	2%
O=C1CS/C(=N/N=C/c2c[nH]c3ccccc23)N1	3%	-6%	.	.	1%	1%	-16%[10 µM]	1%
O=C(O)c1ccc2c(c1)C(=O)N(c1cccc(C(=O)/C=C/c3ccccc3)c1)C2=O	-10%	-1%	4%	?	3%	0%	20%[10 µM]	2%
CCOc1cc(-c2nnc(-c3ccco3)o2)cc(OCC)c1OCC	6%	-9%	-6%	-8%	3%	2%	4%	-12%
Cc1ccc(Cl)cc1NC(=O)COC(=O)c1ccc(N2CCCC2)c([N+](=O)[O-])c1	-2%	-24%	3%	-12%	-4%	-3%	-8%[10 µM]	-7%

The closing 4 entries of the section above come first, to join the parts:
SMILES	GLA spleen mod	Tau fluor counter	GAA inhib	Tau fibril ThT	GAA glycogen	aGlu spleen mod	HTT cytoprotect	Tau fibril FP
O=C1CS/C(=N/N=C/c2c[nH]c3ccccc23)N1	3%	-6%	.	.	1%	1%	-16%[10 µM]	1%
O=C(O)c1ccc2c(c1)C(=O)N(c1cccc(C(=O)/C=C/c3ccccc3)c1)C2=O	-10%	-1%	4%	?	3%	0%	20%[10 µM]	2%
CCOc1cc(-c2nnc(-c3ccco3)o2)cc(OCC)c1OCC	6%	-9%	-6%	-8%	3%	2%	4%	-12%
Cc1ccc(Cl)cc1NC(=O)COC(=O)c1ccc(N2CCCC2)c([N+](=O)[O-])c1	-2%	-24%	3%	-12%	-4%	-3%	-8%[10 µM]	-7%
NC(=O)CSc1nc(-c2ccccc2)c(-c2ccccc2)o1	8%	-14%	?	-4%	-3%	2%	?	-7%
Cn1c(CSc2ncccn2)nnc1SCC(=O)N1CCCCCC1	-12%	-2%	5%	-1%	9%	-1%	-23%[10 µM]	0%
CC(C)C(=O)N1CCN(c2ccc(NC(=O)c3cccs3)cc2)CC1	-4%	-6%	-1%	?	-5%	-5%	17%[10 µM]	-1%
CC(=O)Nc1cc2c(cc1NC(=O)Cn1nnc(-c3ccc(C)o3)n1)OCCO2	6%	4%	-9%	4%	0%	-4%	-7%[10 µM]	5%
CCOC(=O)CSc1nc2ccc(C)cc2cc1C#N	3%	-27%	-2%	?	5%	-12%	-1%	-8%
CC1=CC(C)(C)N2C(=O)C3(N=C(N)NC(Nc4ccccc4)=N3)c3cc(C)cc1c32 (stereo not drawn)	-3%	-6%	-10%	-9%	1%	0%	-19%[10 µM]	5%
NS(=O)(=O)c1ccc(NC(=O)N2c3ccccc3Sc3ccccc32)cc1	1%	-30%	-7%	?	3%	4%	-8%	13%
COc1ccc2cc(C#N)c(SCC(=O)N3CC(=O)Nc4ccccc43)nc2c1	1%	10%	.	8%	6%	-2%	-3%[10 µM]	-13%
O=C(NC1CCCC1)c1ccc(CSc2nc3cccnc3n2Cc2ccccc2)cc1	.	1%	.	-2%	9%[76.3 µM]	.	.	5%
O=C(O)CCC(=O)Nc1nc2ccccc2s1	-1%	-1%	-1%	0%	4%	-3%	0%	13%
O=C(COC(=O)c1cc(C(F)(F)F)cc(C(F)(F)F)c1)NCc1ccc(Cl)cc1	1%	13%	6%	16%	-2%	13%	-54%[inhibitor][10 µM]	-12%
Cn1c(N)c(C(=O)c2ccc(F)cc2F)c(=O)n(C)c1=O	3%	-6%	-3%	-5%	-5%	-6%	44%[10 µM]	3%
O=C(Nc1ccc(NC(=S)NC(=O)c2cccs2)cc1)c1ccccc1	5%	-1%	0%	?	1%	-3%	28%[10 µM]	-10%
COc1ccc(C(=O)NCCn2cc(SCC(=O)Nc3ccc4c(c3)OCCO4)c3ccccc32)cc1OC	.	?	.	?	1%[76.3 µM]	.	.	-8%
COC(=O)Nc1ncc(CN2CCc3ccccc3C2)s1	1%	2%	-1%	-3%	14%	7%	-6%[0.074 µM]	-2%
Cc1nn(-c2ccccc2)c2sc(C(=O)Nc3cccc(O)c3)cc12	.	?	.	?	10%[76.3 µM]	.	.	?
CN(C)CCNC(=S)Nc1ccc(-c2nc3ccccc3[nH]2)cc1	-3%	-9%	6%	8%	-11%	-5%	-91%[inhibitor]	5%
COc1cc(OC)cc(C(=O)n2nc(C)cc2C)c1	-2%	2%	0%	5%	3%	-10%	18%[10 µM]	4%
O=C(c1cc2nc(C3CC3)cc(C(F)(F)F)n2n1)N1CCCC1	2%	1%	?	-3%	1%	-1%	1%[1.9 µM]	2%
O=C(/C=C/Nc1ccccc1OC(F)(F)F)C(F)(F)F	-2%	10%	?	12%	4%	-8%	-15%	1%
Cc1[nH][nH]c(=O)c1C(c1c(C)[nH][nH]c1=O)c1cn(Cc2ccc(Cl)c(Cl)c2)c2ccccc12	-10%	?	?	10µM*	?	-9%	-21%[10 µM]	?
C/C=C/OC(=O)NC(c1ccccc1)[C@]1(C(C)=O)CCCC1=O (stereo partly drawn)	-3%[17.5 µM]	-18%[11.6 µM]	.	-20%[11.5 µM]	.	1%[17.4 µM]	-5%[10 µM]	1%[11.6 µM]
COCc1[nH]nc2c1C1(C(=O)N(C)c3ccccc31)C(C#N)=C(N)O2 (stereo not drawn)	9%	-3%	1%	2%	-19%	10%	-3%[10 µM]	-4%
Cc1nn(-c2ccccc2)c(NC(=O)c2cccs2)c(-c2ccc(Cl)cc2)c1=O	3%	-4%	-1%	0%	-6%	1%	.	6%
CC(=O)Nc1ccc(S(=O)(=O)NNC(=O)c2cccc(Br)c2)cc1	13%	-7%	7%	-6%	-21%	-7%	-18%	-7%
COc1cccc(/C=N/n2c(-c3n[nH]c4c3CCC4)n[nH]c2=S)c1O	-4%	-7%	1%	?	?	-9%	-20%[10 µM]	-1%
